hcDAF-12 act = activators of H. contortus DAF-12 nuclear receptor | activation, % at 6.8 µM | 370,000 tested, 1.4% active | HEK293 hcDAF-12 lit1-tk-luc reporter, luminescence; 0% DMSO, 100% Δ7-dafachronic acid;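 active = activation above the mean of all tested compounds plus 3 SD, cut at about 5.5% in these data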;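 also: 100% = response to 3 µM Δ7-dafachronic acid high control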
DAX1 inh-1 = DAX1 (NR0B1) inhibition, primary screen. HEK293T StAR-luciferase reporter, SF-1/DAX-1 repression relief. inhibition, % at 6.8 µM. 370,000 tested, 1.1% active. AID 652010;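 active = inhibition above the mean over all tested compounds plus 3 SD, cut at about 3.6% in these data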;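 also: 0% = DAX-1 cells with DMSO and 100% = cells lacking DAX-1 with DMSO; higher inhibition means more luminescence from relief of DAX-1 repression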
ADAM17 inh = inhibitors of human ADAM17; 370,000 tested, 0.83% active; inhibition, % at 6.95 µM; AID 720648; P78536; recombinant ADAM17, EDANS/DABCYL FRET peptide cleavage;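 active = inhibition above the mean of compounds lying between control limits plus 3 SD, set per campaign, cut at about 8.5% in these data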;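 also: 0% = DMSO-only wells as the low control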
hgDAF12 agonist = activates the H. glycines DAF-12 receptor ligand-binding domain; HEK293 GAL4-hgDAF12 UAS-luciferase reporter, agonist luminescence; normalized to butyrate control; activation, % at 6.8 µM; 370,000 tested, 1.8% active; AID 687014;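 active = activation above a cutoff set at the mean of all screened compounds plus 3 SD, cut at about 10% in these data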;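 also: 0% = DMSO wells and 100% = sodium butyrate wells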
FXN GAA850 act = activators of GAA850 frataxin (FXN) promoter; HEK293 lucGAA850 FXN promoter luciferase reporter, 24 h; percent of 10 µM SAHA response; activation, % at 6 µM; 360,000 tested, 0.56% active; AID 540364;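 active = activation above the average of all compounds screened plus 3 SD, cutoff fixed separately per campaign, cut at about 7.5% in these data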;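 also: 0% = DMSO wells and 100% = 10 µM SAHA wells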
DAX1 inh-2 = NR0B1 (DAX1) inhibition | P51843 | HEK293 Gal4-DAX1 luciferase reporter, luminescence | inhibition, % at 6.75 µM | 340,000 tested, 0.99% active | AID 504766;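 active = inhibition above the mean over all tested compounds plus 3 SD, cut at about 4.2% in these data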;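 also: 0% = DAX1-transfected cells with DMSO and 100% = empty-vector control cells with DMSO; inhibition shows as a rise in luminescence from relieved DAX1 repression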
Target sequence (P51843 207-470 limits assumed): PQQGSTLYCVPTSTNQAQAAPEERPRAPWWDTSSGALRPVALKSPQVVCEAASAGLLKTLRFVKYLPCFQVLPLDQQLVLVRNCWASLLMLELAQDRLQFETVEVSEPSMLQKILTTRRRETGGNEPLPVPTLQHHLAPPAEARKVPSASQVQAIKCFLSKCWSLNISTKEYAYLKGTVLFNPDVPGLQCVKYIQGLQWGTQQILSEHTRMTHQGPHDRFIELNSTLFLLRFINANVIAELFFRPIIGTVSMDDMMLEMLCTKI
ADAM10 inh = inhibitors of human ADAM10 | recombinant ADAM10, EDANS/DABCYL FRET peptide cleavage, 3 h | inhibition, % at 7 µM | 370,000 tested, 0.62% active | AID 720582;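 active = inhibition above a per-campaign cutoff equal to the mean of compounds falling between control-based bounds plus 3 SD, cut at about 20% in these data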;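 also: 0% = DMSO wells while the 100% control is not disclosed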
Target sequence (O14672 214-748 limits assumed): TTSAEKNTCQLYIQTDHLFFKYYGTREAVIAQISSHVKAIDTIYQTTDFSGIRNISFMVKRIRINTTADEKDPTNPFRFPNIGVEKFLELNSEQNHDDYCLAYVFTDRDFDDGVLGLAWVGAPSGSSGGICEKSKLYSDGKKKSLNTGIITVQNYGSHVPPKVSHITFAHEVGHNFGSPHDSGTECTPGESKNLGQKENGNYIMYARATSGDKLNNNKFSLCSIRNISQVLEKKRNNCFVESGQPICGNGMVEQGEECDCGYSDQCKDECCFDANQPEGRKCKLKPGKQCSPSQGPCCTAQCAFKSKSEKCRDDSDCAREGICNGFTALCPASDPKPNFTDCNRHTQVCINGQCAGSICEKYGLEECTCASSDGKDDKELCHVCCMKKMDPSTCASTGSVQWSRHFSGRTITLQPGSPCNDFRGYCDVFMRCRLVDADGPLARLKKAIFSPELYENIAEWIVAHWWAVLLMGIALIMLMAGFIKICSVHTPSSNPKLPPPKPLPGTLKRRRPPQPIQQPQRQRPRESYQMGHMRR
PG9 Ab binder = small molecules binding HIV-1 gp120 antibody PG9 | TR-FRET gp120-PG9 antibody binding | inhibition, % at 6.7 µM | 360,000 tested, 0.43% active | AID 624416; in the data active = inhibition above about 8.5%
SMARCA2 act = SMARCA2 function activation, primary screen; MG213 cells, MMTV-luciferase reporter, dexamethasone, overnight; activation, % at 9.1 µM; 370,000 tested, 1% active; in the data active = activation above about 7.8%;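 also: 0% = vehicle wells and 100% = reference activator wells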
GC-A act = GC-A (human) enzyme activation; P16066; HEK293 GC-A cells, cGMP TR-FRET, EC30 ANP; 0% at EC30 ANP, 100% saturating ANP; activation, % at 10 µM; 370,000 tested, 0.14% active; AID 1671463; in the data active = activation above about 40%
ssDAF-12 act = S. stercoralis DAF-12 activation, primary screen | 370,000 tested, 1% active | activation, % at 6.8 µM | HEK293 ssDAF-12/GRIP1 lit1-tk-luc reporter, luminescence; % of 3 µM dafachronic acid response | AID 652126;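 active = activation above the mean over all tested compounds plus 3 SD, cut at about 0.9% in these data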;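 also: 0% = DMSO-only wells and 100% = 3 µM delta7-dafachronic acid wells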
* = called active by the depositor; nt = no result given. Hits appear at their usual frequency; overall some 6.8% were active at least once.

SMILES | hcDAF-12 act | DAX1 inh-1 | ADAM17 inh | hgDAF12 agonist | FXN GAA850 act | DAX1 inh-2 | ADAM10 inh | PG9 Ab binder | SMARCA2 act | GC-A act | ssDAF-12 act
CCOC(=O)Cn1c2c(n(-c3ccc(F)cc3)c1=O)C=C(c1ccccc1)[C@@H](C)C(C(=O)N(C)C1CCCCC1)=C2 | -0.1 | -1.7 | 2.1 | -2.8 | nt | nt | -5.3 | 1.8 | -4.4 | -6.0 | -1.1
CC(=O)Nc1ccc(S(=O)(=O)NCCC(=O)NC(C)c2cccs2)cc1 (configuration not stated) | 0.7 | 0.5 | -10.8 | 0.3 | 0.7 | 0.7 | 1.3 | -2.7 | 3.1 | 0.2 | -1.2
CC1CCCCN1C(=O)COC(=O)c1cccc(NS(=O)(=O)c2ccccc2)c1 (configuration not stated) | -1.1 | 0.1 | 1.8 | 1.2 | -0.7 | -1.4 | 6.2 | -1.3 | -2.9 | 0.9 | -1.0
O=C(Nc1nnc(C2CC2)s1)c1n[nH]c(=O)c2ccccc12 | -0.4 | 0.3 | -3.2 | 0.9 | 2.8 | -1.3 | -7.9 | 0.5 | -2.0 | -3.7 | 0.3
Nc1nc(Nc2ccccc2F)nc(NCCO)c1[N+](=O)[O-] | 0.3 | 2.0 | 0.6 | -0.4 | 3.8 | nt | 3.6 | 0.6 | -5.7 | 5.8 | -1.1
C=C1C(=O)[C@@]23[C@H](O)C[C@@H]4C(C)(C)CC[C@H](O)[C@]4(C)[C@@H]2C[C@H](O)[C@@H]1[C@H]3O | -2.2 | -1.8 | 1.2 | -4.5 | -3.5 | -2.3 | 13.7 | 1.1 | 3.2 | 0.6 | -1.0
CC(NC=C1C(=O)OC(C)(C)OC1=O)C(=O)O (configuration not stated) | -1.6 | 0.0 | 0.4 | 3.0 | 2.0 | 0.7 | -9.8 | -1.9 | -0.2 | 4.0 | -0.7
CCOC(=O)Cn1c(=O)c2c(nc(Br)n2Cc2ccccc2Cl)n(C)c1=O | -0.9 | -0.8 | -3.0 | -3.1 | -1.2 | 0.3 | -6.5 | 2.9 | -7.8 | 0.9 | -1.0
Cc1cc2cc(CNC(=O)c3cccs3)ccc2[nH]1 | -0.1 | -0.8 | -4.2 | 1.6 | -2.7 | 0.4 | -3.7 | 3.6 | -0.4 | -0.2 | -0.9
CC1(C)CC(=O)C2=C(C1)OC1OC(=O)CC21C (configuration not stated) | -1.0 | -0.5 | -2.6 | -0.3 | 3.3 | 0.4 | -2.0 | -1.9 | 0.9 | -0.5 | -1.0
Cc1ccc(NC(=O)COc2ccc(Br)cc2CO)cc1S(=O)(=O)N1CCOCC1 | -2.7 | -4.1 | -2.2 | -3.6 | -2.6 | -1.3 | -6.3 | 1.1 | -2.1 | 3.3 | -1.7
Cc1snc(S(=O)(=O)Cc2c(Cl)cccc2Cl)c1C#N | -2.7 | 0.0 | -2.3 | -1.4 | -2.6 | 0.3 | 1.3 | -0.6 | -0.2 | 4.5 | -1.7
Cc1cc(N/N=C/c2cccc(Cl)c2)nc(NCc2ccccc2)n1 | -1.1 | -1.4 | 0.9 | -1.1 | 3.4 | -1.1 | 10.5 | 0.7 | 0.5 | 2.3 | -2.1
COCCNC(=S)Nc1ccccc1Cc1ccccc1 | -2.3 | -0.6 | -5.2 | -4.8 | -0.2 | 1.7 | -8.3 | 0.0 | -2.8 | 1.4 | -1.5
OCC1(CCc2ccccc2)CCN(Cc2ccc(OC(F)F)cc2)CC1 | 1.8 | -0.2 | -3.1 | 0.7 | 4.6 | 3.2 | -2.6 | -0.3 | -1.7 | -0.4 | 0.0

3 entries out of the list, sorted by heavy-atom count, lowest first:
SMILES | hcDAF-12 act | DAX1 inh-1 | ADAM17 inh | hgDAF12 agonist | FXN GAA850 act | DAX1 inh-2 | ADAM10 inh | PG9 Ab binder | SMARCA2 act | GC-A act | ssDAF-12 act
CC(NC=C1C(=O)OC(C)(C)OC1=O)C(=O)O (configuration not stated) | -1.6 | 0.0 | 0.4 | 3.0 | 2.0 | 0.7 | -9.8 | -1.9 | -0.2 | 4.0 | -0.7
Cc1cc(N/N=C/c2cccc(Cl)c2)nc(NCc2ccccc2)n1 | -1.1 | -1.4 | 0.9 | -1.1 | 3.4 | -1.1 | 10.5 | 0.7 | 0.5 | 2.3 | -2.1
CCOC(=O)Cn1c(=O)c2c(nc(Br)n2Cc2ccccc2Cl)n(C)c1=O | -0.9 | -0.8 | -3.0 | -3.1 | -1.2 | 0.3 | -6.5 | 2.9 | -7.8 | 0.9 | -1.0

(next part)
SMILES | hcDAF-12 act | DAX1 inh-1 | ADAM17 inh | hgDAF12 agonist | FXN GAA850 act | DAX1 inh-2 | ADAM10 inh | PG9 Ab binder | SMARCA2 act | GC-A act | ssDAF-12 act
O=C(c1ccc(-n2cccn2)cc1)N1CCN(c2ncccc2C(F)(F)F)CC1 | -1.9 | -1.8 | -1.7 | -0.8 | 3.2 | -0.7 | 0.3 | 0.2 | -0.7 | -1.8 | -1.0
COC(=O)CCCC(=O)N1CCCC(C(=O)c2ccccc2SC)C1 (configuration not stated) | -2.0 | -0.9 | -3.0 | -0.6 | 1.1 | -0.4 | 1.9 | -0.8 | -0.5 | 0.4 | -1.0
O=c1[nH]c2ccccc2c(O)c1-c1ccccc1[N+](=O)[O-] | -1.1 | 0.8 | -5.3 | 0.2 | -0.2 | 0.5 | 5.0 | -1.1 | 1.2 | 5.7 | -1.8
O=C(O)[C@@H]1[C@@H]2C[C@@H]2CN1c1ncccc1[N+](=O)[O-] | -1.9 | -0.4 | -12.5 | -2.7 | -0.2 | 3.3 | -43.5 | -1.7 | 9.9* | -2.3 | -0.6
NC(=O)c1c(NC(=O)c2ccncc2)sc2c1CCCCCC2 | -1.7 | -1.1 | -2.9 | -6.0 | 1.9 | -4.1 | -4.2 | 4.8 | -2.6 | 0.5 | -2.0
CC(=O)Nc1ccc(NC(=O)c2c(C)noc2C)cc1 | 0.9 | -0.5 | -2.7 | 0.2 | 0.4 | -0.1 | -1.6 | -2.5 | -2.0 | 3.2 | -0.7
COc1cccc(C=NCC(C)N=Cc2cccc(OC)c2O)c1O (configuration not stated) | 1.8 | -0.1 | -1.4 | -0.9 | 1.5 | -0.5 | -6.0 | -1.3 | -3.4 | -1.4 | -1.3
Cc1c(C(=O)Nc2c(F)cc(F)cc2Br)sc2ncn(CC(=O)N3CCCC3)c(=O)c12 | -2.0 | -0.3 | -0.8 | 1.4 | 1.0 | -0.6 | -6.7 | -1.9 | -3.4 | 4.4 | -1.1
CCCc1nc(SCC(=O)Nc2ccccc2OC)c2c(=O)n(C)c(=O)n(C)c2n1 | 1.2 | 1.2 | -1.3 | -4.6 | -0.7 | 0.3 | -6.3 | 0.7 | 5.3 | -2.1 | -0.8
N#Cc1c(-c2ccccc2)cc(C2CC2)nc1SCC(=O)c1cccs1 | -1.6 | -0.2 | -3.2 | -1.6 | 1.3 | -0.4 | -0.1 | 0.0 | 0.5 | -2.6 | -1.0
COc1ccc(OC)c(N(/C(N)=N/c2nc(C)cc(C)n2)S(=O)(=O)c2ccc(NC(C)=O)cc2)c1 | 0.8 | 0.9 | 0.6 | 0.9 | 1.1 | -0.1 | -3.8 | -0.1 | 0.7 | 0.7 | -1.0
CC(SCc1ccccc1)C(=O)NCc1ccccn1 (configuration not stated) | -1.1 | 0.5 | 0.8 | -1.4 | -0.1 | -0.5 | 0.9 | 0.6 | -1.7 | 0.9 | -1.2
CCN(CC(=O)NCc1cccs1)C(=O)c1ccc(S(=O)(=O)N(C)c2ccccc2)cc1 | 0.3 | -2.4 | -1.6 | -1.3 | -0.2 | -1.2 | -3.5 | 1.5 | -2.5 | -0.4 | -1.4
c1ccc(Cn2cc(CN3CCCCO3)c(-c3ccc4c(c3)OCO4)n2)cc1 | 3.1 | -0.1 | -0.2 | -1.3 | 0.4 | -0.9 | 1.9 | -1.6 | -3.5 | -1.3 | -0.6
COc1ccc(-c2ccnc3[nH]n(-c4ccccc4)c(=O)c23)cc1 | -0.3 | -0.4 | -0.7 | -0.2 | 0.7 | 1.6 | -7.9 | -5.4 | -3.9 | -5.2 | -0.5
CC(=O)NS(=O)(=O)c1ccc(NC(=O)CC23CC4CC(CC(Br)(C4)C2)C3)cc1 | -1.6 | -0.2 | 0.1 | 0.4 | -0.5 | 0.1 | -3.5 | 0.0 | -1.1 | 2.5 | -1.1
CC1CC(C)CN(CC(=O)N2CCCc3c2c(=O)oc2ccc(OCc4ccccc4)cc32)C1 (configuration not stated) | 0.3 | -0.5 | -5.4 | 2.3 | 0.1 | -1.2 | -13.1 | 0.4 | -0.6 | 7.1 | -1.3
Cc1ccc(-c2nnc(NCc3nc4ccccc4[nH]3)c3ccccc23)cc1S(=O)(=O)N(C)C | -2.6 | -1.9 | -4.7 | -4.6 | -2.4 | -3.6 | -22.1 | 11.5* | -0.4 | 1.0 | -1.0
COC(=O)c1cnc2c(c1C(=O)OC)c(=O)n(C)c(=O)n2C | 3.6 | -0.3 | -19.6 | -1.2 | 0.7 | -0.2 | -90.6 | -3.1 | -2.1 | 3.5 | -1.0
CC(C)CC1C(=O)N(Cc2cn(CCC3OCCCO3)nn2)CCS(=O)(=O)N1Cc1ccc(-c2cccc(CO)c2)cc1 (configuration not stated) | -3.4 | -0.4 | -1.6 | 0.8 | -2.2 | -0.4 | 2.5 | 0.2 | -1.9 | -0.9 | -0.4
O=C(NCC(=O)N1CCN(c2ccc(C(F)(F)F)cn2)CC1)c1ccc(Br)o1 | -3.5 | -2.6 | -8.0 | -3.0 | -0.2 | -1.1 | -17.4 | -3.3 | 0.2 | 0.8 | -1.3
O=c1c2ccccc2nnn1CSc1ccc2c(c1)OCCO2 | 3.1 | 3.4 | 5.9 | 9.4 | 1.2 | 2.0 | 4.3 | -1.3 | 4.1 | -3.5 | -0.1
COC(=O)C1=C(C)NC(=O)NC1c1ccc2ccccc2c1 (configuration not stated) | -0.4 | -0.2 | 3.7 | 0.9 | -1.2 | 0.1 | 7.9 | 0.3 | -2.5 | -18.2 | -1.3
CC(=O)Nc1ccc(S(=O)(=O)NNC(=O)NC23CC4CC(CC(C4)C2)C3)cc1 | -0.8 | -0.6 | 1.9 | -0.3 | 1.6 | 0.8 | 0.7 | -2.4 | -1.9 | -0.1 | -1.1
Cc1nc(SCc2cccc(F)c2)[nH]c(=O)c1C#N | -1.1 | 0.3 | -2.6 | -0.8 | -0.1 | -0.2 | -3.0 | -2.6 | -1.6 | 2.3 | -1.4
COc1ccc(Cl)cc1NC(=O)CN1c2ccccc2CC1C (configuration not stated) | -1.4 | -0.8 | -1.4 | -1.0 | 1.8 | 0.4 | -3.2 | -0.8 | -2.4 | -24.5 | -1.2
Nc1nnc(SCc2cn3cc(Cl)ccc3n2)s1 | 2.2 | 0.8 | 0.4 | 12.1* | 3.3 | 0.5 | 2.7 | -1.9 | 7.6 | 3.1 | -0.5
CN(CC(=O)Nc1ccc(F)cc1)C(=O)CN1C(=O)c2cccc([N+](=O)[O-])c2C1=O | 1.6 | -0.1 | -3.7 | 0.6 | 0.9 | -0.1 | -13.2 | 0.2 | -2.4 | -0.4 | -1.6
COc1cc(/C=C2\SC(=Nc3ccccc3)NC2=O)cc(Cl)c1O | -1.9 | -0.2 | 1.9 | -1.9 | -0.5 | 0.8 | 4.5 | -5.4 | 4.2 | -1.4 | -1.4

Screens: PubChem, several laboratories
